# Screening results (PubChem)
# PMI act hi M6P = activators of human phosphomannose isomerase at near-saturating mannose 6-phosphate | P34949 | coupled PMI enzyme assay, resazurin fluorescence, 20 min; active compounds read high; 1 = untreated enzyme, 0 = substrate-free blank | activation factor at 20 µM | hit rate 0.34% among 190,000;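 active = activation factor of 2 or more at 20 µM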
# Target sequence (P34949 whole entry, looked up): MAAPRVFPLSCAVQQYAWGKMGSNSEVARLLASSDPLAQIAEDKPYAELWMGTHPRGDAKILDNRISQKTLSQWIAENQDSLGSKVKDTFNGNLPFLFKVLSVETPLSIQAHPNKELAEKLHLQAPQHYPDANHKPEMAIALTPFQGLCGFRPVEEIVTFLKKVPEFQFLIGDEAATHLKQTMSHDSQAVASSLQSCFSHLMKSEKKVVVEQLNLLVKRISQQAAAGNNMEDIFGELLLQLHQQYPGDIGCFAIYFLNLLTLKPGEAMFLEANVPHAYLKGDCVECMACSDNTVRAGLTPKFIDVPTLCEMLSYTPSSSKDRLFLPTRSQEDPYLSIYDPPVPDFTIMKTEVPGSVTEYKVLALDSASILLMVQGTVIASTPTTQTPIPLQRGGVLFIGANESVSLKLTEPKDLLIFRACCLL
#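 Material: human phosphomannose isomerase with PGI, G6PDH, diaphorase coupling enzymes / Reagent: Man-6-P substrate 1.0 mM / Dosing: single compound dose of 20 µM, 1% DMSO final / Incubation: enzyme reaction with compound 20 min at room temperature / Signal: resorufin fluorescence (Ex 544/Em 590 nm) from resazurin via diaphorase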
# S1P3 antag = blocks the human S1P3 receptor. hit rate 0.27% among 170,000. AID 485. inhibition, % at 4.98 µM. Q99500. CHO S1P3 NFAT-BLA reporter, FRET fluorescence, antagonist mode;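 active = inhibition above the plate cutoff, the mean inhibition of test wells on that plate plus 3 SD, cut at about 28% in these data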;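 note: cells challenged with S1P at its EC80 of 0.8 µM; blue over green emission ratio from cleaved BLA substrate after 4 h stimulation; 0% = S1P-stimulated wells and 100% = unstimulated DMSO-only wells; some compounds past the cut are filed as inactive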
# L major viab = inhibitors of Leishmania major promastigote growth; Leishmania major promastigotes, resazurin fluorescence viability; hit rate 9% among 200,000; inhibition, % at 10 µM; in the data active = inhibition above about 50%;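 note: promastigotes grown with compound for 44 hours at 28 °C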
# Hsp70 act = switches on Hsp70 transcription; HeLa Hsp70 promoter luciferase reporter, luminescence; scaled: vehicle 0, proteasome-inhibitor control 100%; activation, % at 10 µM; hit rate 0.04% among 200,000; AID 1203;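 active = activation above the mean across all tested compounds plus 3 SD, cutoff set per campaign, cut at about 5.5% in these data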;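 note: 100% = MG132 at 30 µM as the positive control and 0% = DMSO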
# TNAP inh noacc = inhibitors of human TNAP without phosphate acceptor. inhibition, % at 20 µM. hit rate 0.26% among 200,000. purified TNAP, CDP-star luminescence, 30 min. P05186;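 active = tissue-nonspecific alkaline phosphatase inhibition above about 50% at 20 µM in the single-dose screen, limit read from the data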;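 note: 0% = DMSO negative control and 100% = EDTA positive control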
# Target sequence (P05186 whole entry, looked up): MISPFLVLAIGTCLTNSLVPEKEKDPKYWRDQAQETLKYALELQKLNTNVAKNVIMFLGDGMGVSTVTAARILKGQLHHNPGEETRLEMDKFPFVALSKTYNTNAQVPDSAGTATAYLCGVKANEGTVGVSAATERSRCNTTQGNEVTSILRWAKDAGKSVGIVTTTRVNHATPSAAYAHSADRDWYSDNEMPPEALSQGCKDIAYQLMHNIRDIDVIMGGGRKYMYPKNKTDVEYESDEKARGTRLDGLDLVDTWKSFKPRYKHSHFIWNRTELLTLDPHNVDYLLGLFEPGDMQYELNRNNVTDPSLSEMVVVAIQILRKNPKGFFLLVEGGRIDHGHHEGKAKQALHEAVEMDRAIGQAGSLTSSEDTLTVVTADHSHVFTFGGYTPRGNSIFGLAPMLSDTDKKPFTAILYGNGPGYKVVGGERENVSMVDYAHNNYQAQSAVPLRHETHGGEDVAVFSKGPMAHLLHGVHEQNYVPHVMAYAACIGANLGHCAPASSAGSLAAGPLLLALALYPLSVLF
# RAM network inh = blocks the yeast RAM network. S. cerevisiae dse1pr::URA3 reporter, 5-FOA growth OD615, 2 d; analog-sensitive cbk1-as2 kinase mutant strain. hit rate 1.8% among 190,000. AID 868. inhibition, % at 50 µM;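 active = inhibition above a set limit, 3 SD over mean compound inhibition, cut at about 8.4% in these data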;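 note: 0% = DMSO-only wells with no growth and 100% = 10 µM 1-NA-PP1 full growth; inhibition rescues growth on 5-FOA so higher OD means more RAM inhibition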
# PMI act = activators of human phosphomannose isomerase | activation factor at 20 µM | AID 1214 | purified human PMI, coupled resazurin fluorescence, 20 min; active compounds read high; 1 = vehicle control, 0 substrate-free wells | P34949 | hit rate 0.005% among 190,000;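 active = activation factor of 2 or more at 20 µM, relative to plate controls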
# HMGR II inh = inhibitors of class II HMG-CoA reductase from Enterococcus faecalis; purified E. faecalis HMGR, NADPH absorbance 340 nm kinetic; inhibition, % at 10 µM; hit rate 0.41% among 190,000; AID 1066;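 active = inhibition above a set limit, the median over all tested compounds plus 3 SD, cut at about 9.5% in these data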;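 note: enzyme runs in reverse so mevalonate oxidation gives rising NADPH absorbance; 0% = complete reaction with DMSO and 100% = background rate lacking mevalonate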
# TNAP inh hi DEA = blocks human TNAP under high phosphate acceptor concentration | P05186 | purified TNAP, CDP-star luminescence, 1 M DEA | inhibition, % at 20 µM | hit rate 0.03% among 200,000 | AID 1135;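 active = over 50% inhibition of tissue-nonspecific alkaline phosphatase at 20 µM in the single-dose screen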;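 note: plate controls were DMSO wells for no effect and EDTA-quenched wells as full inhibition for full effect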
# DTT redox prof = compounds producing H2O2 with reducing agent – biochemical, NIH compound library profiling, artefact control for MLSCN library redox annotation, primary screen | DTT-dependent redox cycling H2O2, phenol red/HRP absorbance; 100% = 100 µM peroxide control, 0% = buffer | activation, % at 10 µM | hit rate 0.03% among 200,000;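 active = activation of at least 50% relative to the plate's high and low controls in the primary single-dose screen; inactive = activation below 50%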;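 note: compound incubated with DTT at 0.8 mM final as the reducing agent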
# Numbers without * were called inactive; nt = no result given; & = joins results of further samples.
mol,PMI act hi M6P,S1P3 antag,L major viab,Hsp70 act,TNAP inh noacc,RAM network inh,PMI act,HMGR II inh,TNAP inh hi DEA,DTT redox prof
CSc1ncc(/C=C2/C(=O)NC(=O)N(C3CCCCC3)C2=O)cn1,1.1,nt,-4,0.1,-11,-2.1,1,-4,-4,0.9
CCOP(=S)(NN(Cc1ccccc1)C(=O)c1ccccc1)OCC,0.9,7,89*,-0.2,-15,0.0,0.9,-2,-4,0.4
CC(C)C(=O)NC(Oc1ccccc1Cl)C(Cl)(Cl)Cl (centres undefined),1.1,-28,0,0.2,20,-0.9,1.1,-1,-4,-0.6
Cc1nn(Cc2ccccc2)c(Cl)c1C(=O)O,1,-37,-5,0.5,-12,-0.1,1,-7,-8,-3.1
Cc1cc(C)n2nc(SCC(=O)N3CCC4(CC3)OCCO4)nc2n1,0.9,nt,-5,-0.3,0,-1.4,1,-5,-4,0.3
COc1ccc2c(c1OC)C(=O)OC2c1c(O)n(Cc2ccc(F)cc2)c(=O)[nH]c1=O (centres undefined),1.1,-25,-8,-0.1,-11,3.0,1.1,3,-2,-2.6
Cc1cc(C)cc(N2C(=O)NC(=O)/C(=C/c3cccn3-c3ccc(Cl)cc3)C2=O)c1,1,0,98*,-0.3,3,4.2,0.9,-2,0,-0.1
COc1ccc(CC(=O)Nc2ccc3c(C(F)(F)F)cc(=O)oc3c2)cc1OC,0.9,7,48,-0.2,-19,-0.9,0.9,-3,-2,-0.2
CCOC(=O)c1cc(C)n(CCc2cnc[nH]2)c1C,1,nt,-3,0.2,-4,-1.2,1.1,-11,0,0.8
N=C1SCC(=O)N1Cc1ccccc1,1,-8,1,-0.1,-12,1.2,1,-2,0,-0.8
C=CCN1C(=O)/C(=C\c2ccc(N3CCOCC3)o2)C(=O)NC1=S,1.2,14,-2,-0.1,28,0.6,1.2,-1,25,-0.6
CCOc1cccc(OCC)c2c(C)[n+](CC3CCCO3)c(C)c1-2 (centres undefined),2*,nt,93*,0.2,9,0.8,1.6,1,2,1.4
CC(C)NC(=O)c1ccc(N2CC3CC(C2)c2cccc(=O)n2C3)c([N+](=O)[O-])c1 (centres undefined),1,-5,-4,-0.2,-3,1.0,1.1,0,4,-0.4
O=C(O)C1C2c3ccccc3C(c3ccccc32)C1C(=O)Nc1ccccc1 (centres undefined),1,-11,73*,-0.1,-2,2.3,0.9,-1,0,-0.6
O=C1NC(c2cc3ccccc3nc2Cl)Nc2ccccc21 (centres undefined),0.9,3,1,0.0,-12,4.5,1,0,-5,-0.3
CCN(CC)CCCN=C(C)c1c(O)n(C2CCCCC2)c(=O)[nH]c1=O,1.1,4,93*,-0.3,6,0.1,1,0,7,-1.5
CC(C)OC(=O)Nc1ccc(N=C(N)N[N+](=O)[O-])cc1,1.1,-14,3,-0.2,6,1.2,1.1,-4,-1,-0.9
O=C(CN1CCCCC1)c1cccc(Br)c1,1.4,-4,-10,-0.2,4,-0.5,1.5,-3,4,0.5
CC(NCc1ccccc1Cl)C(O)c1ccccc1 (centres undefined),1,nt,3,0.1,-7,-0.4,0.9,-1,-1,-7.5
O=c1[nH]c(=O)n(Cc2ccc(F)cc2)c(O)c1C=NCC1CCCO1 (centres undefined),1.2,1,-4,0.0,-2,0.0,1.1,-1,3,-0.5
C=CCn1c(O)c(C(C)=NCCCO)c(=O)[nH]c1=O,0.9,0,-3,-0.4,-9,0.8,0.8,-4,-7,1.2
COc1ccc(Cn2c(O)c(/C=N/NC(=O)c3ccccc3O)c(=O)[nH]c2=O)cc1,1,14,-14,-0.3,-52,4.5,0.8,5,-4,-0.6
Cc1nc2c(=O)n(C)c(=O)nc-2n(C)n1,0.2,nt,101*,-0.3,0,-1.1,0.3,10*,-1,293*
COc1cc2c(cc1O)CC1c3c(cc(O)c(OC)c3-2)CCN1C (centres undefined),0.5,5&-16,7,-0.4,2,1.7,0.9,-3,-4,0.4
COc1ccc(C[C@@H]2c3cc(O)c(OC)cc3CCN2C)cc1O,1,-18,-6,-0.3,-8,1.4,1.1,20*,-9,0.5
Cc1cccnc1-n1c(-c2ccco2)nc2ccccc2c1=O,0.9,-4,-2,-0.1,-3,1.6,1,-1,-2,1.3
Cc1cccc(-n2c(-c3ccccc3)nc3ccccc3c2=O)n1,1,-5,-6,-0.3,-10,-0.9,0.9,-7,-5,-0.9
C=CCn1c(O)c(C(C)=NCc2cccnc2)c(=O)[nH]c1=O,1,5,9,-0.3,-12,1.2,1,-1,-1,3.0
O=C(C(=O)N1CCOCC1)c1cn(Cc2c(F)cccc2Cl)c2ccccc12,1.1,5,-4,0.6,-7,1.0,0.9,6,1,1.2
CN1CCN(Cc2nc3ccccc3c(=O)[nH]2)CC1,0.9,nt,-1,-0.2,-2,-0.9,0.9,-7,3,1.4
OC(COCc1ccc(Cl)cc1)CN1CC=C(c2ccccc2)CC1 (centres undefined),1,-4,88*,-0.3,-8,-0.3,1,-7,-1,-1.2
Cc1ccc2c(c1)C1CN(C)CCC1N2C(=O)Nc1cccc(C(F)(F)F)c1 (centres undefined),0.8,nt,50*,-0.2,-9,-0.8,0.8,1,-1,0.1
O=C(c1ccc(C(F)(F)F)cc1)C1CCCN(Cc2ccc(CO)o2)C1 (centres undefined),0.9,-9,88*,-0.3,-6,-0.4,0.9,2,-5,-1.4
Cn1cccc1/C=C1/C(=O)NC(=O)N(Cc2ccccc2)C1=O,1,-11,45,-0.3,2,4.4,1.1,2,2,0.9
O=P(O)(Oc1ccccc1)OC(c1ccccc1)C(F)(F)C(F)(F)F (centres undefined),1.1,-5,-4,-0.5,-7,1.6,1.2,0,2,9.5
CC(C)C(=O)Nc1ccc(N2CCN(C)CC2)c(F)c1,0.9,-2,0,-0.4,-7,0.4,0.9,-6,-2,-1.9
Cc1cc(C=C(C#N)C#N)ccc1N1CCCC1,1,6,-5,-0.2,14,1.4,0.9,4,0,-0.3
CSc1ccccc1C(=O)C1CCCN(Cc2ccncc2)C1 (centres undefined),1,14,71*,0.1,-6,0.4,1,0,-9,-1.2
COc1ccc(C(=O)CC2C(=O)N(C)C(=O)N(C)C2=O)cc1,1.9,nt,9,0.0,-2,2.0,1.5,3,6,-0.8
OC1(CN2CCOCC2)C2CC3CC(C2)CC1C3 (centres undefined),1.1,2,21,0.3,-11,3.1,1,-1,-6,-0.1
CC(C)Cc1[nH]c(=O)c(C#N)c2c1CCC2,1.1,nt,-3,-0.3,7,0.0,1.1,5,-1,-0.1
CCCCOC(=O)C1=C(N)OC2=C(C(=O)CCC2)[C@]12C(=O)N(C)c1ccccc12,1,0,-2,-0.4,-6,1.2,1,-7,-2,-0.4
Cc1ccccc1-n1c(O)c(/C=N/N2CCOCC2)c(=O)[nH]c1=S,0.4,4,-3,1.0,8,-0.3,0.7,-3,1,1.7
CC(=O)N1CCC2(CC1)CC(=O)c1cc(OCC(=O)N3CCC4(CC3)OCCO4)ccc1O2,1.1,-21,1,0.0,-3,0.4,1.1,-4,-4,0.1
CCC(CC)C(=O)NC1CCSC1=O (centres undefined),1.1,nt,-5,0.3,-8,-0.1,1,-3,0,0.1
COc1ccccc1N1C(=O)NC(=O)C(CCc2ccncc2)(CCc2ccncc2)C1=O,1.1,nt,2,-0.2,-12,-1.6,1,-6,-5,0.0
CCn1c(C(=O)N2CCC(C(=O)N3CCC4(CC3)OCCO4)CC2)cc2sccc21,1.1,5,-7,0.0,0,-0.5,1.1,-3,-5,1.7
COc1cccc(N2C(=O)NC(=O)/C(=C/c3ccc4c5c(cccc35)CC4)C2=O)c1,1.1,7,1,-0.3,2,1.5,1,-3,-6,-0.1
O=C(Nc1ccncc1)c1cccn(Cc2ccccc2)c1=O,1,-2,10,-0.3,-17,0.7,1.1,-8,-6,0.1
CC(=O)Nc1ccc(C(c2c(O)c3ccccc3oc2=O)c2c(C)n(C)n(-c3ccccc3)c2=O)cc1 (centres undefined),1.2,-12,-12,-0.2,-11,5.8,1.2,1,-4,-0.3
CN(CC1COc2ccccc2O1)c1nc(-c2cccnc2)nc2ccccc12 (centres undefined),nt,26,69*,-0.2,nt,0.4,nt,-6,nt,0.9
CCOc1cc(/C=C2/C(=O)NC(=O)N(c3ccc(CC)cc3)C2=O)ccc1OC(=O)c1cccs1,1,nt,-5,-0.1,-12,1.8,1,4,-4,0.3
Cn1cc(C=C(C#N)C#N)c2ccccc21,0.9,-16,-4,-0.2,-3,3.6,0.8,3,-4,0.4
CCOP(=O)(OCC)C(NC(=O)C(Cl)Cl)C(Cl)(Cl)Cl (centres undefined),1,nt,-8,-0.1,-2,-0.8,1.1,-7,-3,-3.4
O=c1c2ccccc2nc(-c2ccco2)n1-c1ccc(Br)cn1,1.1,-2,3,-0.1,4,1.3,1.1,-7,-4,2.5
Cc1ccc(S(=O)(=O)Nc2cc(C(=O)N3CCC4(CC3)OCCO4)ccc2N2CCCCC2)cc1,1,-4,24,0.1,-10,0.6,1,-6,-4,-0.1

# (list continues)
mol,PMI act hi M6P,S1P3 antag,L major viab,Hsp70 act,TNAP inh noacc,RAM network inh,PMI act,HMGR II inh,TNAP inh hi DEA,DTT redox prof
Cc1cc(N(CCCl)CCCl)ccc1/C=N/NC(=O)c1ccco1,1.5,nt,17,0.5,2,1.3,1.3,-9,-3,-6.7
O=C(c1ccc(N2CC3CC(C2)c2cccc(=O)n2C3)c([N+](=O)[O-])c1)N1CCCC1 (centres undefined),1,-4,-3,0.0,-4,0.4,1,8,6,-0.5
O=C(N/N=C/C1C(=O)NC(=S)N(c2ccccc2)C1=O)c1cc(Br)c(O)c(Br)c1 (centres undefined),1.7,-4,-5,-0.3,75*,1.9,1.2,2,0,3.5
CCOC(=O)C1(c2ccccc2)CCN(CC(=O)Nc2cccc3ccccc23)CC1,0.9,-2,14,-0.3,-8,1.8,0.9,-2,-8,-0.1
Cn1c(O)c(C(=O)c2ccccc2)c(=O)n(C)c1=O,1.2,-15,-9,0.7,-13,-1.0,1.1,-1,-2,0.0
CC1CCN2c3nc4ccccn4c(=O)c3CC3(C(=O)N(C)C(=O)N(C)C3=O)C2C1 (centres undefined),0.9,-1,0,-0.3,-5,2.6,0.9,-4,-2,1.9
O=C(c1cc([N+](=O)[O-])ccc1N1CCNCC1)N1CCOCC1,1.1,-17,-4,-0.5,-12,0.6,1,3,2,0.5

# Some of the entries so far, with two lines to a compound:
# Below each compound: PMI act hi M6P	S1P3 antag	L major viab	Hsp70 act	TNAP inh noacc	RAM network inh	PMI act	HMGR II inh	TNAP inh hi DEA	DTT redox prof
- Cn1c(O)c(C(=O)c2ccccc2)c(=O)n(C)c1=O
 : 1.2	-15	-9	0.7	-13	-1.0	1.1	-1	-2	0.0
- CC1CCN2c3nc4ccccn4c(=O)c3CC3(C(=O)N(C)C(=O)N(C)C3=O)C2C1 (centres undefined)
 : 0.9	-1	0	-0.3	-5	2.6	0.9	-4	-2	1.9

# An excerpt. The share of hits here may be higher or lower than overall.
